Compound activity (PubChem BioAssay)
cln2 rad14: NCI yeast anticancer drug screen, S. cerevisiae cln2 rad14 strain; growth inhibition, % at 50 µM; actives 8.3% (n = 78,000);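 also: 0% = growth of vehicle-only cultures of the same strain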
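Each compound was tested on cln2 rad14 yeast. Inhibition of growth was calculated against vehicle-exposed controls.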
mec2-1: NCI yeast anticancer drug screen, S. cerevisiae mec2-1 strain. AID 157. growth inhibition, % at 50 µM. actives 9% (n = 79,000);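 also: 0% = growth of vehicle-only cultures of the same strain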
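Strain: mec2-1 (DNA repair/cell cycle alteration). Compound exposure, then growth measured; inhibition expressed relative to vehicle.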
yeast rad50: NCI yeast anticancer drug screen, S. cerevisiae rad50 strain | % growth inhibition at 50 µM | actives 10% (n = 79,000) | AID 155;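 also: 0% = growth of vehicle-only cultures of the same strain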
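DNA repair mutant yeast, compound exposure, growth read-out; inhibition is taken relative to vehicle.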
sgs1 mgt1: NCI yeast anticancer drug screen, S. cerevisiae sgs1 mgt1 strain; AID 161; actives 10% (n = 78,000); growth inhibition, % at 50 µM;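 also: 0% = growth of vehicle-only cultures of the same strain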
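Mutant yeast exposed to compound; growth scored against vehicle-only wells.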
yeast mlh1 rad18: NCI yeast anticancer drug screen, S. cerevisiae mlh1 rad18 strain; growth inhibition, % at 50 µM; actives 11% (n = 79,000);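 also: 0% = growth of vehicle-only cultures of the same strain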
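Growth inhibition of the yeast strain was measured after compound exposure and expressed relative to vehicle-treated controls. The strain carries defined defects in DNA damage repair.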
yeast bub3: NCI yeast anticancer drug screen, S. cerevisiae bub3 mutant strain | growth inhibition, % at 50 µM | actives 9.9% (n = 78,000) | AID 167;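 also: 0% = growth of vehicle-only cultures of the same strain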
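Steps: expose the mutant yeast strain to compound; grow alongside vehicle-treated cultures; measure growth; express inhibition against the vehicle cultures.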
Numbers without * were called inactive; / = no result given; & = joins results of further samples. Rule as the data show it: active = growth inhibition above about 70%; inactive = the rest.

1	Cn1nnc(C(N)=O)n1
2	O=C(NCC(O)CO)c1cc(N(CCCl)CCCl)c([N+](=O)[O-])cc1[N+](=O)[O-] (stereo not drawn)
3	CC(C)(C)c1cc(C(P(=O)(O)O)P(=O)(O)O)cc(C(C)(C)C)c1O
4	Cc1nc2ccccc2c(=O)n1-c1ccccc1Br
5	CN(C)c1ccc(/C=C/[N+](=O)[O-])cc1
6	O/N=C/c1ccc2c(c1)OCO2

Compound,1,2,3,4,5,6
cln2 rad14,-13,-64,9,12,-16,-34
mec2-1,-15,-36,-12,-14,-17,-2
yeast rad50,-10,4,-22,7,-3,-2
sgs1 mgt1,-16,-10,12,-7,12,38
yeast mlh1 rad18,-19,6,-10,2,-3,-14
yeast bub3,-4,-10,-13,10,1,4

7	Oc1ccc2nc3ccccc3nc2c1
8	Cc1cccc(CCF)c1
9	CC(C)CNP(=S)(NCC(C)C)c1ccccc1
10	CC(C)N(C#N)C(C)C
11	COC1CC(OC2C(C)OC(OC3C(C)OC(OC4CCC5(C)C(=CCC6(O)C5CC(OC(=O)c5ccc(O)cc5)C5(C)C(O)(C(C)=O)CCC65O)C4)CC3OC)CC2OC)OC(C)C1O (stereo not drawn) (tested in a mixture with another compound)
12	c1ccc2c(C3N4CCCN3CC4)c[nH]c2c1 (stereo not drawn)

Compound,7,8,9,10,11,12
cln2 rad14,65,-4,6,10,49,9
mec2-1,73*,8,13,-1,39,-16
yeast rad50,91*,-8,4,17,46,0
sgs1 mgt1,48,1,7,2,69,9
yeast mlh1 rad18,87*,-5,21,6,55,6
yeast bub3,88*,0,19,0,60,-4

13	CC1([N+](=O)[O-])COP(=O)(OP2(=O)OCC(C)([N+](=O)[O-])CO2)OC1 (stereo not drawn)
14	O=C1CC23c4ccccc4N4C(=O)CC5OCC=C6CN1C2CC6C5C43 (stereo not drawn)
15	Nc1ccc(Cl)cc1C(=O)c1ccccc1Cl
16	N#CCCNCCC#N
17	CC1=CC(=O)c2c(O)cccc2C1=O
18	Cc1cc2[nH]c3c(C#N)c(OC(=O)N(C)C)c(-c4ccccc4)c(=O)n3c2cc1C

Compound,13,14,15,16,17,18
cln2 rad14,27,8,81*,16&26&-42,90*,-7
mec2-1,10,-34,97*,3&-12&4,90*,10
yeast rad50,30,4,97*,12&12&4,86*,-9
sgs1 mgt1,29,-7,98*,-3&9&-6,92*,-8
yeast mlh1 rad18,20,7,97*,15&14&6,89*,2
yeast bub3,4,13,87*,1&9&-5,90*,2

19	ClCCN(Cc1ccccc1)CC1COc2ccccc2O1 (stereo not drawn)
20	CO[C@H]1C=C[C@@]23c4cc5c(cc4CO[C@]2(O)CN(C)[C@H]3C1)OCO5
21	S=P(NCc1cccc(CNP(=S)(N2CC2)N2CC2)c1)(N1CC1)N1CC1
22	O=[N+]([O-])c1ccc(OP(=O)(Oc2ccc([N+](=O)[O-])cc2)Oc2ccc([N+](=O)[O-])cc2)cc1
23	CC1(C)N=C(N)N=C(N)N1c1ccc(NC(=O)Nc2ccc(S(=O)(=O)F)cc2)cc1
24	O=C(NC1CCCCC1)N1CC1

Compound,19,20,21,22,23,24
cln2 rad14,83*,-1,8,9,-38,37
mec2-1,92*,-1,0,-25,4,0
yeast rad50,91*,-16,24,-19,40,-4
sgs1 mgt1,90*,-11,16,2,52,-32
yeast mlh1 rad18,97*,-41,9,-25,39,64
yeast bub3,97*,2,-2,-7,-4,-24

25	C=CC1CN2CCC1CC2C(O)c1ccnc2ccccc12 (stereo not drawn)
26	O=P(O)(O)CCP(=O)(O)O
27	COC(=O)Nc1cccc(OC(=O)N(C)C)c1
28	O=C1OC(c2ccc(O)cc2)(c2ccc(OC3OC(C(=O)O)C(O)C(O)C3O)cc2)c2ccccc21 (stereo not drawn) (tested in a mixture with another compound)
29	[Cl][Pt+2][Cl].[NH-]C1CCCC2CCC[N-]C12 (stereo not drawn)
30	Cl[C](Cl)(Cl)[Hg][c]1ccccc1

Compound,25,26,27,28,29,30
cln2 rad14,11,22,49,-3,34,92*
mec2-1,-4,18,2,6,60,94*
yeast rad50,12,-14,7,6,21,88*
sgs1 mgt1,6,-13,16,-12,58,93*
yeast mlh1 rad18,4,-14,25,14,76*,91*
yeast bub3,20,-14,-3,1,38,92*

31	CCCCCCOC(=O)c1ccccc1C(=O)OCCCCCC
32	CN(N=O)C(=O)ON1C(=O)CCC1=O
33	ClC(CN1CCCCC1)C(Cl)c1ccccc1 (stereo not drawn)
34	C1CC[N-]CC1.CN(C)P(=O)(N(C)C)N(C)C.OO.OO.[O]=[Mo]
35	COC1(OC)CCN2OC(CO)CC21 (stereo not drawn)
36	[Cl][Hg][c]1ccc2ccccc2c1

Compound,31,32,33,34,35,36
cln2 rad14,-12,12,53,17,-40,89*
mec2-1,-2,8,5,-16,29,90*
yeast rad50,-13,10,47,11,42,86*
sgs1 mgt1,-28,11,62,16,40,91*
yeast mlh1 rad18,-3,9,35,16,16,/
yeast bub3,-45,19,52,12,11,88*

37	S=P(N1CCOCC1)(N1CC1)N1CC1
38	COC(=O)C12CN3CC(C)(C1)C(=O)C(C)(C3)C2=O (stereo not drawn)
39	COc1ccc2c(c1)C13CCCCC1C(C2)[N+](C)([O-])CC3 (stereo not drawn)
40	CN1CCCC2(CCCc3ccccc32)C1 (stereo not drawn)
41	COc1ccc(C(=O)O)cc1OC
42	NC(N)=N/N=C(/CCN1CCCC1)CC(c1ccccc1)c1c(O)c2ccccc2oc1=O (stereo not drawn)

Compound,37,38,39,40,41,42
cln2 rad14,-31,-42,-38,15,7,55
mec2-1,-15,-25,-19,-33,9,41
yeast rad50,1,-29,-7,14,0,64
sgs1 mgt1,-19,-5,6,-26,-19,69
yeast mlh1 rad18,-18,22,5,-5,5,56
yeast bub3,-5,4,-11,-13,-10,59

43	NC(=O)c1c([N+](=O)[O-])ccc(N(CCCl)CCCl)c1[N+](=O)[O-]
44	C/C(=N\Nc1ccccc1)C(CN(C)C)C(c1ccccc1)c1c(O)c2ccccc2oc1=O (stereo not drawn)
45	CCCCCCCCCCNP(=S)(NCCCCCCCCCC)c1ccccc1
46	[Se]=[Nb]=[Se]
47	CCCC(C)(COC(N)=O)COC(=O)NC1CC1 (stereo not drawn)
48	O=C(CN1CCOCC1)c1ccc(Br)cc1

Compound,43,44,45,46,47,48
cln2 rad14,5,86*,-20,-5,37,-24
mec2-1,1,86*,5,-7,0,-19
yeast rad50,-5,88*,27,-6,22,-4
sgs1 mgt1,-13,88*,28,-18,36,9
yeast mlh1 rad18,-6,87*,3,-28,-2,-7
yeast bub3,-5,84*,-15,-27,-4,-9

49	O=c1c2ccccc2[nH]c(=S)n1-c1ccc(Br)cc1
50	[N-]=[N+]=CC(=O)OCC(N)C(=O)O (stereo not drawn)
51	CC(C)(C)C[C](C)(c1ccccc1)[Sn]([CH3])([CH3])[CH3] (stereo not drawn)
52	Cc1ccc(O)cc1Cl
53	COc1ccc2nc3c4ccccc4scc-3c2c1
54	NC1=NC(=O)N2CC12 (stereo not drawn)

Compound,49,50,51,52,53,54
cln2 rad14,22,14,7,-8,99*,11
mec2-1,21,-13,5,-39,100*,-9
yeast rad50,49,4,-14,-18,99*,49
sgs1 mgt1,27,-5,8,-21,99*,8
yeast mlh1 rad18,32,-1,7,2,99*,6
yeast bub3,10,-7,1,-32,99*,7

55	O=P(O)(O)c1ccccc1.[Zn+2]
56	Nc1ncnc2c1ncn2CC(CO)CC(c1ccccc1)P(=O)(O)O (stereo not drawn)
57	CCC(=O)N(c1ccccc1)C(C)CN1CCC(O)(c2ccccc2)CC1 (stereo not drawn)
58	CC1(C)CN=C(Nc2cccc(C(F)(F)F)c2)S1
59	CC(=O)c1ccc(N2CCN(C)CC2)cc1
60	NCCc1ccccn1

Compound,55,56,57,58,59,60
cln2 rad14,-14,7,-37,22,8,0
mec2-1,16,-9,-12,-1,-1,-30
yeast rad50,14,0,4,0,17,5
sgs1 mgt1,0,36,6,-7,17,8
yeast mlh1 rad18,24,0,-8,-29,25,11
yeast bub3,18,-1,-10,9,28,5

61	Oc1c(Cl)cc(Cl)cc1Cl
62	CN1[C@@H](CC(=O)c2ccccc2)CCC[C@H]1CC(=O)c1ccccc1
63	O=C1C(=O)c2ccccc2C(O)=C1CN(CCCl)CCCl
64	CCC1CCC2C(CCC3(N(C)C)CCC(OC)C(OC)C23)C1 (stereo not drawn)
65	CN(C)C(=S)Oc1ccc(Cl)cc1S(=O)(=O)F
66	O=Cc1ccccc1O.[Nd]

Compound,61,62,63,64,65,66
cln2 rad14,55,37,-22,0,20,7
mec2-1,78*,5,18,-10,14,-34
yeast rad50,86*,21,32,-25,54,-1
sgs1 mgt1,95*,42,27,-11,32,17
yeast mlh1 rad18,96*,1,30,-14,10,7
yeast bub3,79*,28,31,-4,-7,4

Twelve structures already listed, sorted by length of the SMILES, ascending:
60	NCCc1ccccn1
52	Cc1ccc(O)cc1Cl
54	NC1=NC(=O)N2CC12 (stereo not drawn)
66	O=Cc1ccccc1O.[Nd]
61	Oc1c(Cl)cc(Cl)cc1Cl
55	O=P(O)(O)c1ccccc1.[Zn+2]
59	CC(=O)c1ccc(N2CCN(C)CC2)cc1
53	COc1ccc2nc3c4ccccc4scc-3c2c1

Compound,60,52,54,66,61,55,59,53
cln2 rad14,0,-8,11,7,55,-14,8,99*
mec2-1,-30,-39,-9,-34,78*,16,-1,100*
yeast rad50,5,-18,49,-1,86*,14,17,99*
sgs1 mgt1,8,-21,8,17,95*,0,17,99*
yeast mlh1 rad18,11,2,6,7,96*,24,25,99*
yeast bub3,5,-32,7,4,79*,18,28,99*

58	CC1(C)CN=C(Nc2cccc(C(F)(F)F)c2)S1
63	O=C1C(=O)c2ccccc2C(O)=C1CN(CCCl)CCCl
64	CCC1CCC2C(CCC3(N(C)C)CCC(OC)C(OC)C23)C1 (stereo not drawn)
62	CN1[C@@H](CC(=O)c2ccccc2)CCC[C@H]1CC(=O)c1ccccc1

Compound,58,63,64,62
cln2 rad14,22,-22,0,37
mec2-1,-1,18,-10,5
yeast rad50,0,32,-25,21
sgs1 mgt1,-7,27,-11,42
yeast mlh1 rad18,-29,30,-14,1
yeast bub3,9,31,-4,28

Remaining list, next part.
67	COc1cccc(C=C(C#N)C#N)c1
68	Oc1c(Cl)cc(Cl)cc1C1N(Cc2ccc(N(CCCl)CCCl)cc2Cl)CCCN1Cc1ccc(N(CCCl)CCCl)cc1Cl
69	CC1OP(=S)(N2C(=O)c3ccccc3C2=O)OC2CCCCC12 (stereo not drawn)
70	C[C@]12C=CC(=O)NC[C@@H]1CC[C@@H]1[C@@H]2CC[C@]2(C)[C@@H](OC(=O)COc3ccc(N(CCCl)CCCl)cc3)CC[C@@H]12
71	CO/C(=N/N1CC1C(F)(F)F)c1ccncc1 (stereo not drawn)
72	C1CCC(N2CCOCC2)CC1

Compound,67,68,69,70,71,72
cln2 rad14,26,-6,-26,1,12,-16
mec2-1,24,16,16,5,19,21
yeast rad50,47,-1,12,18,-35,36
sgs1 mgt1,32,19,4,8,-52,17
yeast mlh1 rad18,33,18,-6,-8,8,34
yeast bub3,15,-4,10,3,2,30

73	CC1CCCN(C(c2ccccc2)C(O)c2ccccc2)C1 (stereo not drawn)
74	O=C1c2ccccc2C2C1N2C(=O)C(F)(F)F (stereo not drawn)
75	O=C1NC(=O)C2(CCc3ccc(N(CCCl)CCCl)cc32)N1 (stereo not drawn)
76	[Pd].c1ccc([PH+](CC[PH+](c2ccccc2)c2ccccc2)c2ccccc2)cc1.c1ccc([PH+](CC[PH+](c2ccccc2)c2ccccc2)c2ccccc2)cc1
77	CC(C)(C)OOC(=O)c1ccccc1
78	O=C1CCCN1CC#CCN1C[C@@H]2C3CCC(C3)[C@@H]2C1

Compound,73,74,75,76,77,78
cln2 rad14,-19,10,12,15,0,29
mec2-1,1,14,-20,13,18,-8
yeast rad50,6,9,14,25,38,-3
sgs1 mgt1,13,-7,-5,59,29,6
yeast mlh1 rad18,8,20,11,24,75*,28
yeast bub3,47,4,-17,16,3,17

79	CC1CN1C1=C(F)C(=O)C(N2CC2C)=C(F)C1=O (stereo not drawn)
80	COc1ccccc1P(=S)(c1ccccc1)c1ccccc1
81	O=C(Nc1ccccc1F)C(Cl)(Cl)Cl
82	[CH3][Sn]1([CH3])[O]C(=O)C(=O)[O]1
83	Nc1n[nH]c(CCc2nc(N)n[nH]2)n1

Compound,79,80,81,82,83
cln2 rad14,91*,38,-5,-27,8
mec2-1,94*,24,-5,19,-12
yeast rad50,91*,31,7,12,23
sgs1 mgt1,91*,18,9,2,-18
yeast mlh1 rad18,91*,24,26,8,5
yeast bub3,92*,27,17,-10,12

Some of the compounds tested, so the mix of outcomes need not match the whole.
